BH1578 lux ind = induces V. cholerae light production without autoinducers | V. cholerae BH1578 lux reporter, luminescence, 6 h | activation, % at 18.7 µM | hit rate 0.16% among 350,000; in the data active = activation mostly above about 9.7%, no sharp cut-off; inconclusive = no clear call, values can overlap the other calls; inactive = mostly below about 3.7%; note: not every result past the cut was called active; inactives centre near 0; reference of the scale not given here
TcdB inh = blocks C. difficile toxin B glycohydrolase activity. P18177. TcdB glycohydrolase enzymatic assay, plate reader. inhibition, % at 9.99 µM. hit rate 0.24% among 350,000; in the data active = inhibition above about 10%
Anthrax LF prot = inhibitors of Bacillus anthracis lethal factor protease | P15917 | multiplex microsphere protease cleavage assay, LF | AID 588501 | inhibition, % at 10 µM | hit rate 0.12% among 360,000; note: plate controls were buffer without enzyme for full effect and enzyme alone for no effect
PriA SSB inh = blocks PriA binding to SSB C-terminal tail; AlphaScreen SSBct-PriA binding, biotinylated peptide; AID 1272365; hit rate 0.6% among 430,000; inhibition, % at 33 µM; in the data active = inhibition mostly above about 37%, no sharp cut-off; inactive = mostly below about 20%;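 note: plate controls were negative control peptide for no effect and reference peptide for full effect; strong numbers were not always called active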
PrPC TRFRET = reduces human prion protein on the cell surface; P04156; cell surface PrPC, TR-FRET read-out; AID 720596; inhibition, % at 13.8 µM; hit rate 0.43% among 370,000; in the data active = inhibition above about 24%; note: 0% = median of the test wells and 100% = reference compound wells
BoNT-A LC inh2 = inhibitors of Botulinum neurotoxin A light chain protease | multiplex microsphere protease substrate cleavage, flow cytometry | inhibition, % at 10 µM | hit rate 0.17% among 360,000 | AID 588499; note: plate controls were buffer without enzyme for full effect and enzyme alone for no effect
Yp Topo-I inh = inhibitors of Yersinia pestis topoisomerase I; activity, % at 10 µM; hit rate 0.064% among 360,000; Y. pestis Topo-I cleavage product accumulation, plate reader; in the data active = activity above about 50%, passing the limit was not always enough; inconclusive = no clear call, values can overlap the other calls; note: inactives centre near 2
PfHsp40 yeast = compounds rescuing yeast from Plasmodium falciparum HSP40 toxicity; S. cerevisiae expressing PfHsp40, growth rescue, ATP luminescence; growth rescue, % at 12.5 µM; hit rate 0.68% among 340,000; AID 504582; in the data active = growth rescue above about 28%, passing the limit was not always enough; inconclusive = no clear call, values can overlap the other calls;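 note: yeast W303a lacking pdr1 and pdr3 grown in galactose medium; growth measured after three days at 30 °C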
SARS 3CLpro inh = SARS-CoV 3CLpro protease inhibition; P0C6X7; recombinant SARS-CoV 3CLpro, quenched FRET peptide cleavage; inhibition, % at 6 µM; hit rate 0.14% among 290,000; AID 1706; in the data active = inhibition above about 12%
* hit, by the source's call; i = inactive; ? = inconclusive; · = not tested or not shown; & = joins results of further samples. Cut-off read from the data, not from the text of the source, unless noted: active = inhibition above about 30%; inconclusive = no clear call, values can overlap the other calls; inactive = below that. Only part of the results is shown; count on the stated rates, not on these rows.

Molecule | BH1578 lux ind | TcdB inh | Anthrax LF prot | PriA SSB inh | PrPC TRFRET | BoNT-A LC inh2 | Yp Topo-I inh | PfHsp40 yeast | SARS 3CLpro inh
O=C(CN1CCN(c2ccc(Cl)cc2)CC1)Nc1cccc(F)c1 | i | · | -1 | -11 | -2 | -0.2 | 0 | 20 | -3
CC(/C=C1\SC(=O)N(CCCC(=O)O)C1=O)=C\c1ccccc1 | 4.3 | · | 0 | -7 | -1 | 0.3 | 5 | -1.0 | 1
CC(C)(CO)NC(=O)Nc1ccc(Cl)c(Cl)c1 | i | 1.2 | -9 | -5 | -2 | 0.5 | -5 | -0.8 | 6
O=C(CSc1nc(-c2ccco2)cc(C(F)(F)F)n1)N1CCc2ccccc2C1 | i | · | -2 | -7 | 5 | -0.1 | 7 | -0.3 | 0
COc1cc(C(=O)OCC(=O)NC(=O)c2cccn2C)ccc1OC(F)F | -0.1 | 1.1 | -6 | -5 | -4 | -0.1 | 4 | 6.8 | 2
Cc1cccc(NC(=O)CC2CCC2)c1 | i | · | -3 | -6 | 1 | 0.7 | -9 | 1.6 | -3
Cc1cc2c(cc1C)NC(CC(=O)NCc1ccccc1)C(=O)N2 (stereo unspecified) | -0.9 | 4.0 | 2 | -4 | -5 | 1.5 | 1 | -0.9 | 1
O=C(N[C@@H](Cc1ccccc1)C(=O)NC1CCCCC1)c1ccco1 | -0.1 | · | · | -4 | 0 | · | 1 | -1.0 | 4
CCOC(=O)CSc1nnc(CNC(=O)c2ccc(OC)cc2OC)n1-c1ccc(OC)cc1 | -0.4 | · | 1 | -11 | 4 | -1.3 | 24 | 0.4 | -2
O=C(CCC1COc2ccccc2O1)Nc1ccccn1 (stereo unspecified) | i | · | 2 | -6 | 6 | 1.5 | -9 | -1.3 | -1
C/C(=C/c1ccccc1)C(=O)N1CCC(C)CC1 | i | 0.5 | -4 | 1 | 1 | 2.9 | 4 | -0.4 | -3
Cn1c(=O)[nH]c(Nc2ccc(F)cc2)c([N+](=O)[O-])c1=O | -0.3 | · | -1 | -9 | 3 | -0.3 | 2 | -0.3 | 0
COc1ccc(N2CC(C(=O)NC3=NCCS3)CC2=O)cc1 (stereo unspecified) | -2.1 | 2.5 | -6 | -8 | 8 | -1.2 | 11 | -0.7 | -2
COc1cc(-c2noc(C)c2C#Cc2ccc(N)cc2)cc(OC)c1OC | i | 0.1 | -6 | -1 | 12 | 0.6 | 18 | -0.4 | -2
CC(=O)Nc1ccc(NC(=O)CSc2ccc(-c3ccc(-n4ccnc4)cc3)nn2)cc1 | i | -0.3 | -2 | 17 | -1 | 0.2 | -3 | -1.9 | ·
O=C(/C=C/c1cc([N+](=O)[O-])ccc1OC(F)F)Nc1ccc(OC(F)F)cc1 | 1.8 | 0.4 | -9 | -13 | 0 | -1.0 | 4 | -1.7 | -7
Cc1cc(C)c2[nH]c(O)c(N=NC3=NC(=O)CS3)c2c1 | 2.4 | -0.8 | 0 | -4 | -25 | -1.2 | -6 | -0.3 | 5
CN(C)C(CNC(=O)c1c(F)cccc1Cl)c1ccco1 (stereo unspecified) | -0.6 | -2.0 | 13 | -9 | 2 | 0.7 | -2 | 2.2 | 2
Cn1cc(S(=O)(=O)N2CCNCC2)cc1C(N)=O | i | 1.2 | 1 | -16 | -5 | 2.4 | 2 | 1.8 | ·
COc1ccc(C(=O)NC2CCN(CC(=O)Nc3cccc(OC)c3)CC2)cc1 | 0.0 | 0.4 | · | 9 | -11 | · | -1 | -1.0 | 1

Some of the entries above in another layout:
structure: C/C(=C/c1ccccc1)C(=O)N1CCC(C)CC1
  BH1578 lux ind: i
  TcdB inh: 0.5
  Anthrax LF prot: -4
  PriA SSB inh: 1
  PrPC TRFRET: 1
  BoNT-A LC inh2: 2.9
  Yp Topo-I inh: 4
  PfHsp40 yeast: -0.4
  SARS 3CLpro inh: -3

structure: Cn1c(=O)[nH]c(Nc2ccc(F)cc2)c([N+](=O)[O-])c1=O
  BH1578 lux ind: -0.3
  TcdB inh: ·
  Anthrax LF prot: -1
  PriA SSB inh: -9
  PrPC TRFRET: 3
  BoNT-A LC inh2: -0.3
  Yp Topo-I inh: 2
  PfHsp40 yeast: -0.3
  SARS 3CLpro inh: 0

structure: COc1ccc(N2CC(C(=O)NC3=NCCS3)CC2=O)cc1 (stereo unspecified)
  BH1578 lux ind: -2.1
  TcdB inh: 2.5
  Anthrax LF prot: -6
  PriA SSB inh: -8
  PrPC TRFRET: 8
  BoNT-A LC inh2: -1.2
  Yp Topo-I inh: 11
  PfHsp40 yeast: -0.7
  SARS 3CLpro inh: -2

structure: COc1cc(-c2noc(C)c2C#Cc2ccc(N)cc2)cc(OC)c1OC
  BH1578 lux ind: i
  TcdB inh: 0.1
  Anthrax LF prot: -6
  PriA SSB inh: -1
  PrPC TRFRET: 12
  BoNT-A LC inh2: 0.6
  Yp Topo-I inh: 18
  PfHsp40 yeast: -0.4
  SARS 3CLpro inh: -2

Next part:
Molecule | BH1578 lux ind | TcdB inh | Anthrax LF prot | PriA SSB inh | PrPC TRFRET | BoNT-A LC inh2 | Yp Topo-I inh | PfHsp40 yeast | SARS 3CLpro inh
COc1ccccc1C(=O)NCCNC(=O)c1ccco1 | -0.1 | · | 1 | -15 | -5 | -0.1 | -6 | 0.3 | 4
Cc1cc2ccccc2c(=O)n1CC(=O)Nc1ccc2c(c1)OCO2 | 0.7 | · | -2 | 5 | 2 | 0.0 | -5 | -0.9 | -4
O=C(CSc1nnc(C2CC2)n1CC1CCCO1)Nc1ccc(Cl)cc1 (stereo unspecified) | 0.0 | 1.0 | -2 | -11 | 1 | -0.4 | 10 | -1.5 | -4
Oc1cccc(/C=N/Nc2ccc(Cl)nn2)c1 | 0.0 | -2.9 | -11 | · | -3 | 0.1 | -7 | -0.5 | -3
CCN(CC(=O)Nc1ccccc1C(F)(F)F)CC(=O)c1[nH]c(C)c(C(C)=O)c1C | i | -0.3 | -5 | · | -3 | -0.2 | 10 | · | ·
Cc1cc(/C=C2/SC(=O)N(CC(=O)OC(C)C)C2=O)c(C)n1C | -0.4 | -0.3 | -6 | 2 | -2 | -0.4 | 0 | 0.0 | 2
O=C1NCCOC(=O)[C@H](Cc2ccc(F)cc2)CC/C=C/C[C@@H]1CC(=O)N(CCO)Cc1ccccc1 | i | -2.2 | 0 | -11 | 9 | -0.4 | 25 | 0.2 | ·
COc1ccc(F)c(CN2CCC(n3nccc3NC(=O)C3CCOC3)CC2)c1 (stereo unspecified) | -0.3 | 1.5 | 1 | -4 | -8 | 0.2 | 15 | -0.6 | 0
C[C@@H]1CCCCO[C@@H](CN(C)S(C)(=O)=O)[C@@H](C)CN([C@H](C)CO)C(=O)c2cc(N(C)C)ccc2O1 | -0.2 | -6.5&-11&-11 | -3 | · | -1 | 0.1 | 13 | · | ·
COc1ccc(OC)c(NC(=O)Cc2coc3ccc4ccccc4c23)c1 | 0.1 | · | -3 | 33 | 5 | -0.6 | 31 | 6.9 | 5
COc1cccc(C(=O)N2CCC[C@@H]2C(=O)N2CCC[C@@H]2C(=O)NCc2ccccc2Cl)c1 | · | -0.3 | -7 | · | -7 | 0.7 | · | · | ·
Cc1nn(Cc2ccc(Cl)cc2Cl)c(C)c1NC(=O)c1nn(C)cc1Cl | -4.2 | · | -1 | -1 | 7 | -0.2 | 20 | 0.1 | 1
CC(Sc1nc(N2CCOCC2)c2c(c1C#N)CC(C)(C)OC2)C(=O)Nc1ccccc1 (stereo unspecified) | -0.3 | · | -3 | 2 | 1 | 2.6 | 18 | 0.3 | -6
NC(=O)c1nsc(C(=O)N(c2ccccc2)C(C(=O)NCC2CCCO2)c2ccc3ncccc3c2)c1N (stereo unspecified) | -0.3 | -4.8 | -2 | -12 | -9 | 2.6 | 15 | -0.3 | -2
O=c1[nH]nc(Sc2ccccc2)c(=S)[nH]1 | i | 0.4 | -4 | · | -11 | 0.2 | 4 | · | ·
O=C(Nc1ccc(-n2cnnn2)cc1)C1CCC1 | -5.0 | · | -2 | -8 | 2 | -1.1 | -5 | 0.3 | -2
CN(CC(=O)Nc1cccnc1)S(=O)(=O)c1cc(Cl)ccc1Cl | i | 0.2 | -3 | -14 | · | ? | -9 | -1.5 | -1
COc1ccc(C(=O)Nc2nc(-c3ccccn3)cs2)cc1S(=O)(=O)N1CCOCC1 | i | 0.6 | -8 | 46* | 2 | 1.2 | 4 | 0.6 | ·
COc1ccc(CNc2nc3ccc(C)cc3s2)c(OC)c1OC | 0.2 | 0.4 | -5 | 3 | 6 | -1.0 | 4 | 3.0 | 0
CCN(CCNC(=O)c1cccc(N2CCCC2=O)c1)c1ccccc1 | i | · | 11 | 2 | 3 | 4.2 | 12 | -0.5 | -3
CSc1nc(C)cc(-n2cc(F)c(=O)[nH]c2=O)n1 | i | · | -3 | -9 | -5 | 0.6 | -7 | 0.3 | 4
COc1ccc(Br)c(C(=O)OCC(=O)N2CCC(Cc3ccccc3)CC2)c1 | -0.3 | 0.7 | -4 | -23 | 2 | -3.2 | -1 | 27* | ·
Cc1cccn2c(=O)c3cc(C(=O)NC4CCCC4)c(=N)n(C4CCCCC4)c3nc12 | -0.3 | 1.2 | 4 | -10 | -5 | 0.2 | 13 | -0.3 | -10
CNS(=O)(=O)c1cccc(C(=O)OCC(=O)NCCCc2ccccc2)c1 | -0.6 | 0.2 | 3 | -10 | -3 | -4.6 | -5 | 1.3 | -2
CC(=O)Nc1nc2c(C)c(Cl)ccc2s1 | -0.8 | 0.0 | -10 | -22 | -1 | -0.5 | 4 | 0.7 | -4
COCCCNC(NC(=O)c1ccc(OC)cc1)C(Cl)(Cl)Cl (stereo unspecified) | -0.4 | 0.7 | -6 | -14 | 7 | -1.1 | -8 | -0.3 | 1
Cc1ccc(NC(=O)C(=O)NCc2ccccn2)cc1 | i | 0.7 | 1 | -12 | -9 | 0.3 | 2 | -1.8 | 5
Cc1c(O)ccc(C(=O)CN2CC(C)OC(C)C2)c1O (stereo unspecified) | i | -0.4 | -1 | -8&0 | 10 | 0.8 | 3 | -0.5 | 4
Cc1nc(NCCc2ccccc2)sc1C(=O)O | -0.4 | 0.9 | 0 | 0 | -4 | -1.0 | 7 | -2.1 | 0
CCC1CCCCN1C(=O)COC(=O)c1cc(=O)[nH]c2ccccc12 (stereo unspecified) | i | 0.6 | · | -3 | -2 | · | 3 | -0.4 | ·
CN(C)C(CNc1ccc(C(F)(F)F)cc1[N+](=O)[O-])c1ccccc1 (stereo unspecified) | -0.6 | 0.9 | -5 | 49* | -5 | -0.1 | 8 | 1.2 | -5
CC(C)(C)OC(=O)N1CCCC(C(=O)Nc2cccc(C(=O)NC3CC3)c2)C1 (stereo unspecified) | i | 0.4 | -7 | -4 | 4 | -0.9 | -5 | -0.2 | ·
Cc1ccc2nc3c(c(Nc4ccc5c(c4)OCCO5)c2c1)CCC3 | 3.8 | 2.0 | -1 | 25 | 9 | -0.9 | 5 | -1.8 | -1
Cc1ccc2nc(SCC3CCCCO3)[nH]c2c1 (stereo unspecified) | i | 1.7 | -1 | -6 | 2 | 0.3 | 4 | -0.6 | 2
CCC1CCCCN1CCCNC(=O)C1CC(=O)N(CCc2ccccc2)C1 (stereo unspecified) | -0.3 | 0.5 | -2 | -2 | -3 | -6.0 | 7 | -1.9 | -9
